Neddylation inh = cullin neddylation inhibition; P61081+Q13564; TR-FRET cullin neddylation, biochemical; calls only at 25 µM; 360,000 tested, 0.58% active; in the data active means inhibition above about 36%
MLLE-PAM2 inh = inhibitors of microRNA-mediated deadenylation, human PABP1 MLLE binding; 360,000 tested, 0.36% active; AID 588489; GST-MLLE / FITC-PAM2 fluorescence polarization; inhibition, % at 20 µM; P11940; in the data active means inhibition above about 35%, passing the limit was not always enough;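 further: plate controls were DMSO wells with GST-MLLE for no effect and wells lacking GST-MLLE protein for full effect; some results filed as inactive read as strong as hits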
SKN-1 inh = inhibitors of C. elegans SKN-1. C. elegans VP596 Pgst-4::GFP/RFP ratio, acrylamide-induced, 24 h. inhibition, % at 21.8 µM. 360,000 tested, 0.49% active. AID 624304;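 active means interference check ratio from 0.5 to 1.5 plus GFP to RFP signal ratio inhibition reaching or exceeding a fixed threshold, cut at about 30% in these data, passing the limit was not always enough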; further: some compounds called inactive have numbers as strong as hits
MT1-MMP act inh = MT1-MMP (human) activation inhibition; P50281; HT1080 RFP-PRO-GFP cells, GFP/RFP ratio fluorescence, overnight; percent of plate control window, DMSO zero; GFP/RFP ratio change, % at 20 µM; 360,000 tested, 0.061% active;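 active means GFP/RFP ratio change of at least 30% with cell ATP level not reduced by more than half and red fluorescence within 50% of control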; further: strong numbers were not always called active
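Material: RFP-PRO-GFP reporter HT1080 cells. Dosing: single-point 20 µM compound, 1% DMSO. Controls: DMSO and RFP-L50D-GFP cell wells. Timing: cells overnight before dosing, compound overnight, 37 °C, 5% CO2. Measure: GFP/RFP fluorescence ratio.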
bovine MsrA act = bovine methionine sulfoxide reductase A activation; purified bovine MsrA, absorbance read-out; activation, % at 10.6 µM; 360,000 tested, 0.3% active; in the data active means activation above about 7.5%;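 further: 0% = vehicle and 100% = reference activator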
FAS-TE inh = blocks the thioesterase domain of human fatty acid synthase; inhibition, % at 15 µM; P49327; recombinant FAS-TE, OMFH fluorogenic substrate, fluorescence endpoint; 360,000 tested, 0.67% active;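 active means compounds whose normalised, plate-corrected inhibition of enzyme fluorescence in the single-dose primary screen is 50% or more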;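 further: 0% = DMSO with enzyme and 100% = substrate without enzyme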
eLon inh = inhibits E. coli Lon protease. P0A9M0. purified E. coli Lon protease, fluorescence polarization. inhibition, % at 7.94 µM. 360,000 tested, 0.42% active; in the data active means inhibition above about 13%, passing the limit was not always enough;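 further: 0% = enzyme with probe and DMSO and 100% = no enzyme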
NRP1-CendR mod = modulators of CendR peptide binding to human neuropilin-1. AID 602438. 360,000 tested, 0.85% active. inhibition, % at 25 µM. O14786. FAM-RPARPAR peptide binding to NRP-1, fluorescence polarization;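 active means inhibition or corrected inhibition above about 18%, plus a signal ratio from 0.5 to 1.5, limit read from the data, passing the limit was not always enough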; further: strong numbers were not always called active
Target sequence (O14786 whole entry, looked up): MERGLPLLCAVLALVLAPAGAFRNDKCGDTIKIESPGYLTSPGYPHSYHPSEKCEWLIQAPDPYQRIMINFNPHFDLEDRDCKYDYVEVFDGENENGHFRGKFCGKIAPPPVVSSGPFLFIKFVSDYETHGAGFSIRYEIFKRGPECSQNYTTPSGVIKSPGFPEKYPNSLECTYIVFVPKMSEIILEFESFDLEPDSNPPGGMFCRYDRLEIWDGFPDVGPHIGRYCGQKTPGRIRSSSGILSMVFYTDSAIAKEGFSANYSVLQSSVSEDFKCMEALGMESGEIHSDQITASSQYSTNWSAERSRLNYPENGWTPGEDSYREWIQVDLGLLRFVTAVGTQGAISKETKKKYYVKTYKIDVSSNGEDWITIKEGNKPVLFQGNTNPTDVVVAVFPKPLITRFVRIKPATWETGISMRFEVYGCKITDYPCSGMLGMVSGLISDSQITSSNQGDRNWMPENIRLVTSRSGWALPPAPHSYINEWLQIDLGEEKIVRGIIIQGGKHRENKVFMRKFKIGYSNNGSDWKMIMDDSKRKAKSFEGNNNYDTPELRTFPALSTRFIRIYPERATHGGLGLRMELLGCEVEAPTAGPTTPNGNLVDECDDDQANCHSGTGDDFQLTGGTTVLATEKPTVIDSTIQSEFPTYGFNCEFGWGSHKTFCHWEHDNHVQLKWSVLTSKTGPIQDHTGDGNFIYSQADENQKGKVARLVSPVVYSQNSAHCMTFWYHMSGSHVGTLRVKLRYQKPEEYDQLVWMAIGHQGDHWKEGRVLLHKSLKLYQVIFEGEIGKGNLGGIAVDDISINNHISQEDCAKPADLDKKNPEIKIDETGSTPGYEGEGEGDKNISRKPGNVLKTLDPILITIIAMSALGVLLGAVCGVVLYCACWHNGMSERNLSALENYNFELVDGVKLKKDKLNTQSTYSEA
Rin1-Abl PPI inh = inhibitors of human Rin1-Abl protein interaction; inhibition, % at 7.35 µM; TR-FRET Rin1/Abl binding, biochemical; 360,000 tested, 0.4% active; AID 588664; P00519+Q13671; in the data active means inhibition above about 5%, passing the limit was not always enough
* = called active by the depositor; i = inactive; . = not tested or not shown.

SMILES | Neddylation inh | MLLE-PAM2 inh | SKN-1 inh | MT1-MMP act inh | bovine MsrA act | FAS-TE inh | eLon inh | NRP1-CendR mod | Rin1-Abl PPI inh
COc1ccccc1N1C(=O)C2CC(C)=C(C)CC2C1=O (configuration not stated) | i | 3 | 3 | -3 | -2 | -6 | -4 | -2 | 1
CC(=O)c1cc2c(cc1NC(=O)CN1CCCCCC1)OCO2 | i | 6 | 4 | -5 | 4 | 2 | 6 | 4 | 2
O=C(CCSc1nnc2scc(-c3ccccc3)n12)Nc1nc(-c2ccccc2)ns1 | i | -71 | -14 | 0 | -7 | 9 | 5 | -10 | -2
CCOC(=O)Nc1nc2ccccc2s1 | i | -11 | -1 | -5 | -15 | -3 | 10 | -8 | 4
CCCCCCCNC(=O)COc1ccc2c(c1)C(=O)CC(C)(C)O2 | . | -11 | 7 | 10 | 1 | 7 | -4 | 10 | -1
O=C(Nc1ccc(F)cc1)C(c1cccc(F)c1)N1CCN(CC(=O)N2CCCC2)CC1 (configuration not stated) | i | . | -4 | 4 | . | . | . | 3 | .
Cc1cccc(OCC(=O)NNC(=O)C2CCN(c3ncnc4sc(C)c(C)c34)CC2)c1 | i | 10 | -9 | -6 | -5 | 0 | -4 | 0 | -5
O=S(=O)(c1cccc2cccnc12)n1cnc2ccccc21 | i | -2 | -14 | 1 | -7 | -3 | -4 | -3 | 2
CC(=O)c1ccc(NC(=O)c2ccc(-n3cnnn3)cc2)cc1 | i | -8 | -9 | 0 | -7 | -3 | -4 | 3 | 1
COc1ccc(OCCSc2nnc(CCNC(=O)c3ccc(Cl)c(Cl)c3)n2C)cc1 | i | -4 | -9 | 11 | -1 | 14 | 11 | 4 | -3
CCC(C(=O)Nc1nc(C)c(C(=O)OC)s1)c1ccccc1 (configuration not stated) | i | 15 | -7 | 4 | -7 | 1 | 3 | -6 | 1
COc1ccc(N2CC(C(=O)Nc3ccncc3)CC2=O)cc1 (configuration not stated) | i | 2 | 22 | 0 | 1 | -9 | 0 | 13 | 1
COc1cccc(NC(=O)c2ocnc2C)c1 | i | 12 | 3 | -6 | 1 | -2 | 7 | 0 | -3
O=C(NCCCN1CCCC1=O)[C@H](CSCc1ccccc1)N1Cc2ccccc2C1=O | i | 0 | -6 | 10 | -2 | -3 | -9 | 3 | -3
Cc1ccc2c(c1)N(C(=O)CCC(=O)NCCCN1CCN(C)CC1)CC(C)O2 (configuration not stated) | i | -11 | -2 | 1 | -1 | -2 | 6 | -3 | 4
N#C/C(C(=O)NCc1ccccc1)=C1/N=C(NC(=O)c2ccco2)c2ccccc21 | i | -73 | 15 | -13 | -2 | 29 | -1 | -25 | -3
O=C(OCc1nnc(-c2ccccc2)o1)c1ccco1 | i | 6 | -18 | -3 | -4 | -2 | -5 | 7 | -1
CCOC(=O)C1CCCN(S(=O)(=O)c2ccc3ccccc3c2)C1 (configuration not stated) | i | 18 | -8 | 0 | -1 | 17 | 2 | 9 | -1
O=C(NCCc1ccccn1)c1cc(-c2ccccc2Cl)nc2ccccc12 | i | -11 | 5 | 0 | 1 | -2 | 9 | 0 | -3
O=C1Nc2ccccc2/C1=N\N1CCOCC1 | i | 7 | 5 | 2 | 0 | -4 | -7 | 10 | -3
CC(=O)Nc1cccc(-c2ccnc3c2CC(C(=O)NCc2cccnc2)O3)c1 (configuration not stated) | i | 4 | 15 | 2 | -3 | -2 | -3 | 10 | 2
COc1nc(C)ccc1-c1noc(-c2ccco2)n1 | i | -10 | 10 | -1 | -4 | -9 | 0 | -7 | -3
O=C(Nc1ccc2nc(-c3ccccc3)[nH]c2c1)c1ccco1 | . | -4 | 4 | 8 | -2 | -4 | -3 | -19 | 2
CCOC(=O)c1ccccc1NC(=O)c1cccc(F)c1 | i | 8 | 27 | 1 | 1 | 14 | 4 | 17 | 0
CCC1=C(OC(=O)N(CC)CC)N2C(=O)OC(=NCC(=O)OC)[C@]2(C)[C@H]2C1=CC[C@H]1C(=O)N(CC)C(=O)[C@H]12 | i | 17 | 17 | -1 | 2 | -11 | 1 | 35* | -3
CCCC1=Nc2cc(C(=O)NCc3ccco3)ccc2Sc2ccccc21 | i | -1 | 2 | 7 | -3 | 15 | -4 | -5 | -4
CCN(CC)c1ccc(-c2nn3c(-c4cccnc4)nnc3s2)cc1 | . | -5 | 17 | -8 | -3 | 15 | -5 | -14 | 1
CCCNC(=O)CS(=O)Cc1nc(-c2cccc(OC)c2)oc1C (configuration not stated) | i | 10 | 5 | 1 | -1 | -6 | -5 | 8 | -2
CCOC(=O)C1=C(C)NC(=O)NC1c1ccc(OC)c(CN2CCOCC2)c1 (configuration not stated) | i | -2 | 0 | -1 | -4 | -7 | -6 | 6 | -3
CC(C)CC(N)c1csc(Nc2cnccn2)n1 (configuration not stated) | i | -8 | 20 | -7 | -2 | -5 | -5 | -10 | -1
N#C/C(=C\c1ccc(O)cc1)c1nc2ccccc2o1 | i | -147 | 3 | -130 | -2 | -4 | -193 | -203 | -3
Cc1ccc(OCCn2cnc3c(N)ncnc32)cc1 | i | 8 | 16 | 6 | -1 | -11 | 0 | 10 | 2
O=S(=O)(c1ccccc1)c1nc(NCc2ccccc2)sc1Cl | i | -8 | 1 | 0 | -5 | 18 | -1 | -15 | 3
COc1ccc(CCNC(=O)CSc2nnc(-c3ccccc3)c3ccccc23)cc1OC | i | -9 | 8 | 0 | -2 | -3 | -5 | -7 | 0
CSc1ccc(S(=O)(=O)NCc2ccc(C)cc2)cc1 | i | -4 | 22 | 4 | 1 | 13 | 6 | 6 | -3
O=C(O)CSc1c2c(nc3cc(C(=O)N4CCCC4)ccc13)CCCC2 | i | -5 | -4 | 6 | -10 | -4 | 12 | 2 | 1
COc1cc(CC(=O)OCC(=O)Nc2sccc2C(N)=O)cc(OC)c1OC | i | 10 | -5 | -5 | -2 | 0 | -4 | -12 | 1
CN(Cc1ccc2c(c1)OCCO2)C(=O)CN1C(=O)NC2(CCCCC2)C1=O | i | -2 | 2 | 2 | 0 | -2 | -5 | 6 | 1
Cc1ccc(C(=O)N2CCCC(C(F)(F)F)C2)cc1S(=O)(=O)N1CCOCC1 (configuration not stated) | i | -4 | 19 | -3 | -2 | -7 | -3 | -2 | -2
O=Cc1ccc(OCc2ccc3ccccc3c2)cc1 | i | 1 | 18 | -1 | -1 | 13 | -1 | 7 | 2
Cc1ccccc1-c1nc(CN(Cc2c(C)nn(C)c2C)C2CC2)c(C)o1 | i | 4 | -5 | -2 | -12 | 2 | 5 | 19 | 1
CCCN1CCC(NCc2cn(C)nc2-c2ccc(Oc3ccccc3)cc2)CC1 | i | -9 | 2 | 3 | -4 | -6 | -3 | 0 | -3
CC1CCN(C(=O)Cn2c(=O)c3cccn3c3ccccc32)CC1 | i | -7 | -1 | 4 | -2 | 1 | -6 | 2 | 2
O=[N+]([O-])c1ccccc1S(=O)(=O)Nc1ccc(-c2ccc3nncn3n2)cc1 | i | 12 | 12 | -3 | -5 | 1 | 4 | 0 | -2
Cc1ccc(C=Nc2ccc(N(C)C)cc2)o1 | i | 27 | 12 | 28 | 2 | -8 | 0 | 3 | -1
C=CC[C@H]1CC(C)=C[C@H](CC=C)N1 | i | 13 | -4 | 1 | -4 | -6 | -4 | 1 | 2
Cn1cnnc1SC(C(=O)c1ccccc1)c1ccccc1 (configuration not stated) | i | 10 | 7 | -6 | -3 | -3 | 5 | 8 | -2
Cc1noc(C(=O)Nc2cccnc2)c1Cl | i | -4 | 9 | -2 | -2 | -1 | -3 | 2 | 4
CCC(C)NC(=O)CSc1nnc(-c2ccc(C(C)(C)C)cc2)n1C (configuration not stated) | i | 1 | 9 | 1 | -3 | -1 | 0 | 8 | 5
Cc1cn([C@H]2C[C@H](O)[C@@H](CCC(=O)NCCN3CCCCC3)O2)c(=O)[nH]c1=O | i | -2 | 4 | 2 | -3 | -8 | 11 | 3 | -1

(next part)
SMILES | Neddylation inh | MLLE-PAM2 inh | SKN-1 inh | MT1-MMP act inh | bovine MsrA act | FAS-TE inh | eLon inh | NRP1-CendR mod | Rin1-Abl PPI inh
COc1ccc(CNC(=O)CN(C)Cc2ccccc2F)cc1OC | i | -14 | -14 | 3 | -7 | -4 | -2 | 18 | 1
Cc1cc(C)cc(OCC(=O)N(C)CC(=O)Nc2ccc(N3CCOCC3)cc2)c1 | i | 4 | 19 | 1 | -2 | -5 | 3 | -3 | 0
NC(=O)CCn1ccc2ccccc21 | i | 10 | 4 | -1 | -3 | -5 | 1 | -2 | 1
COc1ccccc1/C=C/C(=O)OCC(=O)N1CCCCC1 | i | -11 | 4 | 3 | -3 | -6 | -1 | 6 | -1
CCCOc1ccc2cc(C(=O)NCc3ccccc3)c(=O)oc2c1 | i | -3 | -9 | 2 | 0 | -2 | 0 | -11 | 3
Cn1cc(CCC(=O)N2CCCC(CCC(=O)NCc3ccc(F)c(F)c3)C2)cn1 (configuration not stated) | i | 0 | 7 | 1 | -2 | -10 | 0 | 0 | 1
O=C(Cc1cccc(NC(=O)C2CCN(S(=O)(=O)c3cccc([N+](=O)[O-])c3)CC2)c1)Nc1cccc(C(=O)N2CCOCC2)c1 | i | 9 | 11 | 2 | -3 | 4 | -8 | -1 | -1
COCCNCCOCCOc1ccc(Cl)c(C)c1 | i | -11 | 10 | 5 | -1 | -6 | -5 | -2 | -1
C[C@@H]1CN([C@@H](C)CO)C(=O)CCCn2nncc2CO[C@@H]1CN(C)C(=O)Nc1cccc2ccccc12 | i | -1 | 1 | -3 | 0 | -5 | -2 | -3 | -3
Cc1nc(-c2ccccc2OC(F)(F)F)[nH]c(=O)c1Cl | i | 0 | -9 | 3 | -12 | -3 | 7 | -2 | -3

Single values from the entries so far.
NC(=O)CCn1ccc2ccccc21 @ MT1-MMP act inh = -1
Cn1cc(CCC(=O)N2CCCC(CCC(=O)NCc3ccc(F)c(F)c3)C2)cn1 (configuration not stated) @ MLLE-PAM2 inh = 0
COc1ccccc1/C=C/C(=O)OCC(=O)N1CCCCC1 @ FAS-TE inh = -6

Next section
SMILES | Neddylation inh | MLLE-PAM2 inh | SKN-1 inh | MT1-MMP act inh | bovine MsrA act | FAS-TE inh | eLon inh | NRP1-CendR mod | Rin1-Abl PPI inh
O=C(NCCC1=CCCCC1)C1CCC(CNc2nc(=S)[nH]c3ccccc23)CC1 (configuration not stated) | i | -81 | -7 | 4 | -2 | -1 | 2 | -12 | 2
Cc1nn(Cc2ccc(C(=O)N3CCN(C(=O)c4ccco4)CC3)o2)c(C)c1[N+](=O)[O-] | i | 20 | -2 | 4 | -5 | 6 | 1 | 2 | -1
O=C(O)CCC(=O)OCC1CCCO1 (configuration not stated) | i | -1 | -4 | -2 | 0 | -6 | -4 | 10 | 2
CCn1cc(S(=O)(=O)N2CCc3ccccc3C2)cn1 | i | -5 | 9 | 3 | -6 | -1 | -1 | -2 | 0
CC1(C(=O)NCc2ccccc2)CN(S(C)(=O)=O)CC(=O)N1CC(F)(F)F (configuration not stated) | i | . | 12 | 1 | . | . | . | 12 | .
COc1cc(OC)cc(C(=O)N[C@H](C(=O)Nc2ccc(S(=O)(=O)N(C)C)cc2)C(C)C)c1 | i | -16 | -6 | -5 | -3 | 5 | 1 | 8 | -2

Quoted at random: four entries already listed
SMILES | Neddylation inh | MLLE-PAM2 inh | SKN-1 inh | MT1-MMP act inh | bovine MsrA act | FAS-TE inh | eLon inh | NRP1-CendR mod | Rin1-Abl PPI inh
COc1ccc(OCCSc2nnc(CCNC(=O)c3ccc(Cl)c(Cl)c3)n2C)cc1 | i | -4 | -9 | 11 | -1 | 14 | 11 | 4 | -3
O=S(=O)(c1ccccc1)c1nc(NCc2ccccc2)sc1Cl | i | -8 | 1 | 0 | -5 | 18 | -1 | -15 | 3
N#C/C(=C\c1ccc(O)cc1)c1nc2ccccc2o1 | i | -147 | 3 | -130 | -2 | -4 | -193 | -203 | -3
CN(Cc1ccc2c(c1)OCCO2)C(=O)CN1C(=O)NC2(CCCCC2)C1=O | i | -2 | 2 | 2 | 0 | -2 | -5 | 6 | 1

Screening data: PubChem, several laboratories

Rows are unselected. Share with any hit: about 4%.
